High-throughput results deposited in PubChem BioAssay by Sanford-Burnham Center for Chemical Genomics.
TIM10 inh = inhibits growth of TIM10 yeast strain; S. cerevisiae TIM10 strain growth, BacTiter-Glo luminescence, 24 h; inhibition, % at 10 µM; actives 1.4% (n = 330,000); AID 463195;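 active = inhibition of 40% or more at the single tested concentration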;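 note: wild-type TIM10 isogenic control strain grown at permissive 25 °C; 0% = DMSO yeast wells and 100% = minimal medium wells without yeast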
MIN6 prolif = MIN6 beta-cell proliferation induction; AID 2380; proliferation, % at 10 µM; actives 0.29% (n = 330,000); MIN6 cells proliferation, ATPlite luminescence, 48 h; cells starved in 0.2% serum; 100% = growth in 10% serum;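 active = compounds whose signal lies at least 3.5 SD above the mean of all wells on their plate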;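 note: 0% = DMSO-treated cells in low-serum medium and 100% = 10% serum control; some compounds called inactive have numbers as strong as hits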
NALP3 yeast inh = inhibitors of NALP3 inflammasome in yeast | Yeast reconstituted NLRP3/ASC/caspase-1, beta-gal luminescence, 24 h | inhibition, % at 10 µM | actives 0.39% (n = 330,000);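 active = inhibition of 50% or more; inactive = inhibition below 50%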;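 note: plate controls were induced DMSO wells for no effect and uninduced yeast grown without galactose for full effect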
MPTP block = inhibitors of mitochondrial permeability transition pore; isolated mouse mitochondria, Ca2+ swelling absorbance, 30 min; inhibition, % at 10 µM; actives 1.4% (n = 360,000); AID 602449;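 active = inhibition of 50% or more, scaled per plate between neutral and stimulator controls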;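 note: 0% = DMSO wells given calcium and 100% = 1 mM EGTA wells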
tim23-1 inh = tim23-1 yeast growth inhibition. S. cerevisiae tim23-1 growth, BacTiter-Glo luminescence, 24 h. inhibition, % at 20 µM. actives 1.3% (n = 330,000). AID 463212;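 active = growth inhibition of the mutant yeast at or above 50%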;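 note: temperature-sensitive mutant grown at 25 °C; plate controls were DMSO-treated mutant yeast for no effect and medium wells lacking yeast for full effect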
APJ ag = activates the human apelin receptor APJ; P35414; CHO-K1 APJ PathHunter beta-arrestin, luminescence; 0% DMSO wells, 100% apelin; activation, % at 20 µM; actives 0.11% (n = 330,000); AID 2520;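 active = activation more than six SD over the plate average, tested at 20 µM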;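 note: 0% = DMSO alone and 100% = apelin-13 at 10 nM; some results filed as inactive read as strong as hits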
Target sequence (P35414 whole entry, looked up): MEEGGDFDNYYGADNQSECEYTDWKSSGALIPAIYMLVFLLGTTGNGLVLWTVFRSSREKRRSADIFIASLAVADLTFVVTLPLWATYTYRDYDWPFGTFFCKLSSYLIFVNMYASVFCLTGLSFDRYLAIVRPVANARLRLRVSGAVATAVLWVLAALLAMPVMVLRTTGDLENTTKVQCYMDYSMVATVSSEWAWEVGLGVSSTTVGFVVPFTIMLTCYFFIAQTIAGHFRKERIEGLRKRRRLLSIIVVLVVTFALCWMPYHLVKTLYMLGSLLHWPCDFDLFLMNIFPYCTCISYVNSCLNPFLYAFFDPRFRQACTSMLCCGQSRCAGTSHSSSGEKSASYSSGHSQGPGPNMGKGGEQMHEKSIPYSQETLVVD
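Incubation: overnight seeding, 90 min compound at 25 °C, 1 h detection; test system: PathHunter CHO-K1 APJ (AGTRL-1) beta-arrestin reporter cells; amount: 1000 cells/well; doses: one dose, 20 µM compound, 1% DMSO; measured by: beta-gal luminescence; measure: agonist-driven arrestin binding to APJ; benchmarks: negative DMSO alone, positive Apelin-13 at 10 nM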
NR3A LBD binder = NR3A (human) ligand-binding domain modulation; Tm shift relative to glycine control, % at 25 µM; AID 1259313; NR3A LBD differential scanning fluorimetry, Tm shift; 0% = protein alone, 100% = glycine-bound protein; actives 2.5% (n = 340,000);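 active = melting temperature shift of at least 10% of the positive control shift, at one fixed dose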
APJ antag = blocks the human apelin receptor APJ. P35414. CHO-K1 APJ beta-arrestin complementation, luminescence. inhibition, % at 20 µM. actives 0.32% (n = 330,000);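 active = inhibition above about 40% at 20 µM, limit read from the data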;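 note: cells challenged with 10 nM apelin-13 agonist together with compound; plate controls were apelin-13 plus DMSO wells for no effect and DMSO wells lacking apelin-13 for full effect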
tim10-1 inh = inhibits growth of tim10-1 mutant yeast; S. cerevisiae tim10-1 ts strain growth, BacTiter-Glo, 24 h; inhibition, % at 20 µM; actives 2.2% (n = 330,000);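 active = inhibition of at least 40%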;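 note: mutant grown at 25 °C; 0% = DMSO wells with yeast and 100% = wells holding no yeast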
Active calls of the source: *; / = no result given.

SMILES	TIM10 inh	MIN6 prolif	NALP3 yeast inh	MPTP block	tim23-1 inh	APJ ag	NR3A LBD binder	APJ antag	tim10-1 inh
CC(Nc1nc(-c2cccnc2)nc2ccccc12)c1ccc(F)cc1 (centres undefined)	26	-3	10	1.8	59*	-3	-1	13	-7
O=C1CN(C(=O)c2ccc(Br)o2)C(c2ccc(F)cc2)c2cc(Cl)ccc2N1 (centres undefined)	35	-5	8	1.9	-6	-1	-6	15	23
CC1CCc2nc(NC(=O)CN3CCN(c4ccc(F)cc4)CC3)sc2C1 (centres undefined)	28	-3	22	-2.3	55*	-4	-13	17	51*
Cc1ccc(-c2ocnc2C(=O)N2CCN(C(=O)c3cccs3)CC2)cc1	3	1	6	1.0	14	0	-2	7	-2
O=C(O)C(F)=C1c2ccccc2-c2ccccc21	4	-1	28	1.9	10	-1	0	4	-2
CCCCCCCCSc1n[nH]c(N)n1	-7	1	10	-1.4	16	0	-2	14	16
CCOC(=O)Cc1csc(NC(=O)COc2ccc(C)cc2)n1	7	0	20	-1.1	27	0	3	4	25
COC(=O)[C@]1(C)N[C@H](c2ccc(-c3ccccc3)cc2)[C@@H]2C(=O)N(C)C(=O)[C@@H]21	4	1	4	-0.5	7	-2	0	3	4
CCOC(=O)Cc1cc(=O)n2[nH]c(C)c(-c3ccccc3OC)c2n1	-2	-1	5	1.1	10	-2	0	-33	15
CC(C(=O)N1CCc2ccccc21)N1CCN(c2ccccn2)CC1 (centres undefined)	-18	0	14	12	3	-3	1	-16	18
COC(=O)c1sccc1NC(=O)c1ccccc1[N+](=O)[O-]	-6	-1	16	0.1	19	-2	-3	-8	12
COc1cc(/C=N/Nc2ccc(S(N)(=O)=O)cc2)cc(OC)c1OC	5	0	6	1.0	-8	-3	-12	-21	-10
O=C(CSc1nc(=O)n(CCN2CCOCC2)c2c1CCCC2)Nc1ccc(F)cc1F	-1	3	9	-0.6	3	0	1	25	-11
CN1C(=O)C(=O)/C(=C(/O)c2ccc(Br)cc2)C1c1ccccc1F (centres undefined)	-17	1	-2	1.2	-7	1	-6	3	2
O=S(=O)(Nc1ccc(-n2cnnn2)cc1)c1ccc(Cl)cc1	6	-1	15	0.9	7	-1	0	-1	-9
Clc1ccc(N2CCN(/N=C/c3ccncc3)CC2)cc1	24	2	21	61*	40	-2	0	15	27
CCc1cccc(NC(=S)N(CCN(C)C)C2CCN(C(C)C)CC2)c1	11	-3	15	-1.2	-5	-6	2	-2	-11
COc1ccc(OC)c(S(=O)(=O)NCCCn2ccnc2)c1	-1	1	9	-0.4	12	-3	-1	9	10
O=C(COC(=O)c1sc2ccccc2c1Cl)NC1CCCCC1	4	0	3	-2.0	16	5	0	6	4
Cc1cc(=O)oc2cc(OCC(=O)N3CC[C@@]4(O)CCCC[C@H]4C3)c(Cl)cc12	0	-4	13	-1.6	-7	0	-1	-40	11

In another format: results already given
> O=C(CSc1nc(=O)n(CCN2CCOCC2)c2c1CCCC2)Nc1ccc(F)cc1F
- TIM10 inh: -1
- MIN6 prolif: 3
- NALP3 yeast inh: 9
- MPTP block: -0.6
- tim23-1 inh: 3
- APJ ag: 0
- NR3A LBD binder: 1
- APJ antag: 25
- tim10-1 inh: -11

> CN1C(=O)C(=O)/C(=C(/O)c2ccc(Br)cc2)C1c1ccccc1F (centres undefined)
- TIM10 inh: -17
- MIN6 prolif: 1
- NALP3 yeast inh: -2
- MPTP block: 1.2
- tim23-1 inh: -7
- APJ ag: 1
- NR3A LBD binder: -6
- APJ antag: 3
- tim10-1 inh: 2

> O=S(=O)(Nc1ccc(-n2cnnn2)cc1)c1ccc(Cl)cc1
- TIM10 inh: 6
- MIN6 prolif: -1
- NALP3 yeast inh: 15
- MPTP block: 0.9
- tim23-1 inh: 7
- APJ ag: -1
- NR3A LBD binder: 0
- APJ antag: -1
- tim10-1 inh: -9

The list goes on.
SMILES	TIM10 inh	MIN6 prolif	NALP3 yeast inh	MPTP block	tim23-1 inh	APJ ag	NR3A LBD binder	APJ antag	tim10-1 inh
COc1cc(OC)c(N(C)S(=O)(=O)c2cccc(C(=O)OCC(=O)N3CCOCC3)c2)cc1Cl	1	3	11	-0.1	-3	-5	-1	-22	-6
CC(C)Cc1cc(C(=O)Nc2cccnc2)no1	10	0	2	0.5	18	-2	0	0	13
CSc1ncccc1C(=O)Nc1nnc(C2CC2)s1	9	0	22	0.6	12	-2	-2	18	10
Cc1ccc(C(=O)Nc2cccc3[nH]c(C(F)(F)F)nc23)cc1	20	-5	15	2.7	9	1	-20	0	8
CCC(=O)NC(Nc1sc2c(c1C(=O)OC)CCC2)C(Cl)(Cl)Cl (centres undefined)	22	-1	-7	5.1	19	-2	-20	-1	38
CCCC(=O)Nc1cc(C)c(NC(=O)c2ccncc2)cn1	8	-3	5	-0.3	15	6	-1	-3	7
O=C(Nc1cc(C(F)(F)F)ccc1-n1cncn1)c1ccc(-c2ccccc2)cc1	9	-4	31	1.6	20	10	3	-1	25
COc1ccc(/C=C2\Oc3cc(OCC(=O)N4CC(O)C[C@H]4C(=O)O)ccc3C2=O)cc1OC (some centres undefined)	-1	5	7	-0.4	3	-4	-5	8	-2
O=C(NCCCn1ccnc1)Nc1cccc(Cl)c1	4	-1	-1	27	1	4	-1	-37	8
COc1cc(/C=C/C(=O)OCC(=O)NC2CC2)cc(S(=O)(=O)N2CCc3ccccc32)c1OC	17	0	8	0.1	19	0	2	-35	33
O=C1c2ccc3c4c(ccc(c24)C(=O)N1NC(=O)C(F)(F)F)CC3	-2	-4	23	1.0	-3	3	1	-9	6
CCCCC(=O)NC1=C(C(=O)OC)SCC1	-8	0	3	0.5	20	1	-2	20	11
O=C(COC(=O)c1ccc(O)cc1)Nc1ccccc1-c1ccccc1	-12	-3	36	9.5	3	-3	-3	12	7
CCC(C)(C)NC(=O)CN(C(=O)c1csnn1)c1cccc2c1CCCC2	13	2	10	-2.9	10	-2	0	12	25
COc1cccc(OCc2cc(/C=N/Nc3ccc(C(=O)O)cc3)ccc2OC)c1	-15	-6	2	1.6	19	2	-4	0	9
Cc1ccc(-c2cc(Cc3ccccc3)c(=O)[nH]n2)cc1	-27	1	1	0.5	9	-5	-4	-9	-12
CCC1Oc2ccccc2C(=O)N(CC(=O)c2ccc3c(c2)OCCO3)C1=O (centres undefined)	17	-2	19	1.8	12	-4	2	5	33
COc1ccc(NC(=O)C2CCC(CNS(=O)(=O)c3cccs3)CC2)cc1 (centres undefined)	2	0	9	-0.1	-7	-2	-1	4	-19
O=C(/C(C=Nc1cc2c(oc1=O)CCCC2=O)=C(\O)c1ccccc1)c1ccccc1	8	-2	8	-0.3	42	-3	-1	9	4
CC(Oc1ccc(Cl)cc1Cl)C(=O)OCn1nnc2ccccc2c1=O (centres undefined)	3	1	13	-0.1	22	-1	-2	14	28
CCN(CCO)Cc1csc2cc(C)ccc12	-17	2	3	27	2	-1	4	-11	12
CCCCOC(=O)c1ccc(NC(=O)C(=O)NCc2ccccn2)cc1	12	1	25	0.1	26	-1	0	3	30
CCOC(=O)c1c(/N=C/C2=C(O)CCCC2=O)sc(C)c1C	-7	-3	6	4.7	22	-1	-4	11	-2
CCOC(=O)C1CCCN(S(=O)(=O)c2ccc(Cl)nc2)C1 (centres undefined)	-5	2	19	-1.4	20	-7	1	7	2
Cc1ccc2nc(SCC(=O)Nc3cc([N+](=O)[O-])ccc3F)[nH]c2c1	27	-5	-14	23	28	-3	-15	4	26
CCOC(=O)c1c(C)[nH]c(C)c1C(=O)CSc1nnnn1-c1ccccc1	17	5.5*	15	4.9	18	-1	3	2	24
CC(C)CN(C(=O)COC(=O)Cc1n[nH]c(=O)c2ccccc12)C1CCS(=O)(=O)C1 (centres undefined)	-22	0	10	-1.2	-4	-4	-5	1	11
COc1cc2c(cc1OC)-c1cc3ccc(OC)c(OC)c3c[n+]1CC2	1	-1	19	0.5	0	-3	-2	7	-9
CNc1nc(-c2ccc3c(c2)CCN3C(=O)c2ccccc2C)cs1	31	-3	17	-0.2	37	-4	-6	-8	25
CCOC1=C/C(=C/c2c(N)n3nc(-c4ccccc4)sc3nc2=O)C=CC1=O	15	0	-37	-0.2	16	-4	8	1	3
CCc1nnc(NC(=O)c2cccs2)s1	-1	-3	24	-0.5	24	-5	-2	2	13
Cc1ccc(C)c(C(=O)CCC(=O)NNC(=O)c2cccs2)c1	11	0	10	-0.7	6	-1	0	-15	4
CCc1ccc(OCc2ccc(C(=O)O)o2)cc1	-15	-1	5	1.4	5	-4	2	10	13
O=C(N/N=C1/CC(c2ccccc2)Oc2ccccc21)C1CC1 (centres undefined)	2	-2	17	1.8	1	0	-16	0	12
Cc1ccc([N+](=O)[O-])cc1N(CC(=O)Nc1ccc(S(=O)(=O)Nc2cccc(C(F)(F)F)c2)cc1)S(C)(=O)=O	14	0	11	-3.8	0	0	12*	-15	15
Cc1ccc(-n2c(-c3ccncc3)nnc2-c2ccco2)cc1	11	-1	7	1.5	5	-2	-1	0	19
COc1ccc(CNC(=O)[C@H](C)NC(=O)N2CCn3c2nc2ccccc23)cc1	-7	-4	2	-2.2	5	3	-1	-10	10
Cc1cc2ccccn2c1C(=S)NC(=O)c1ccccc1	6	-1	10	2.0	37	-3	3	7	25
c1ccc2c(c1)nc(Nc1ccc(N3CCCCC3)cc1)c1nncn12	20	-3	-10	4.3	23	-1	0	-14	24
Cc1[nH]c2ccccc2c1C(=O)COC(=O)Cn1c(C)nc2ccccc21	5	0	-8	-1.0	14	1	0	7	2
CCCCP(=O)(CCCC)CCP(=O)(c1ccccc1)c1ccccc1	4	0	12	13	5	-2	6	13	13
CC(=O)Nc1cccc(NC(=O)CCn2cnc3cc(C)c(C)cc32)c1	-11	-3	20	-0.7	5	-3	-1	-8	-2
Cc1ccc(CSc2nc3ccncc3n2CC(=O)Nc2cc(C)cc(C)c2)cc1	-23	-7	-10	-0.1	-4	-2	-15	13	-14
O=C(NC12CC3CC(CC(C3)C1)C2)C1CCCN1C(=O)NC1CCCCC1 (centres undefined)	17	-2	-5	0.0	12	-3	0	-1	12
CCc1nc(N2CCOCC2)c(C#N)c2c1COC(C)(C)C2	-27	-4	1	-3.1	-15	-4	0	10	-30
Cn1c(=O)cc(N2CCc3ccccc32)[nH]c1=O	4	0	2	-2.2	3	-5	0	11	-5
Cc1cccc(OCC(=O)Nc2ccc3oc(=O)ccc3c2)c1C	-18	0	26	-1.4	-2	1	14*	22	1
COc1ccccc1/C=C(\NC(=O)c1ccc(OC)c(OC)c1)C(=O)Nc1cccc([N+](=O)[O-])c1	10	-3	0	2.9	-2	-4	-2	16	20
Cc1ccnc(N2C(=O)c3ccccc3C2Nc2cccc(C)c2C)c1 (centres undefined)	6	0	8	3.3	13	-6	-1	16	15
CCOC(=O)N1CCN(C(=O)CSC2=NS(=O)(=O)c3cc(F)ccc3N2)CC1	0	0	-2	-1.8	12	-4	1	7	11
O=C(Nc1cc(Cl)ccc1-n1cncn1)c1ccc(F)c(S(=O)(=O)N2CCOCC2)c1	8	-3	9	-2.3	17	-2	-1	4	20
N#Cc1c(-c2ccccc2)nc(SCc2ccc(Cl)cc2)[nH]c1=O	11	-4	7	2.5	16	-4	/	0	23
C=CCN(CC=C)C(=O)c1ccncc1	3	0	8	-1.0	0	1	2	0	6
CCOc1ccc2nc(NC(=O)CSc3nnc(-c4ccncc4)n3CC3CCCO3)sc2c1 (centres undefined)	10	-4	11	2.9	26	3	-4	-5	8
C[C@]12c3[nH]c4cc(-c5ccco5)ccc4c3CCN1C(=O)[C@@H](CC(=O)NCCCn1ccnc1)C[C@@H]2C(=O)N1CCCCC1	-2	/	/	5.9	35	/	-1	/	14
